NPY-Y2 antag = blocks the human neuropeptide Y Y2 receptor; NPY-Y2 expressing cells, antagonist mode; inhibition, % at 2.7 µM; 0.99% of 140,000 active; AID 793; in the data active = inhibition above about 17%;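 also: 0% = vehicle with agonist challenge and 100% = reference antagonist with challenge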
Target sequence (P49146 whole entry, looked up): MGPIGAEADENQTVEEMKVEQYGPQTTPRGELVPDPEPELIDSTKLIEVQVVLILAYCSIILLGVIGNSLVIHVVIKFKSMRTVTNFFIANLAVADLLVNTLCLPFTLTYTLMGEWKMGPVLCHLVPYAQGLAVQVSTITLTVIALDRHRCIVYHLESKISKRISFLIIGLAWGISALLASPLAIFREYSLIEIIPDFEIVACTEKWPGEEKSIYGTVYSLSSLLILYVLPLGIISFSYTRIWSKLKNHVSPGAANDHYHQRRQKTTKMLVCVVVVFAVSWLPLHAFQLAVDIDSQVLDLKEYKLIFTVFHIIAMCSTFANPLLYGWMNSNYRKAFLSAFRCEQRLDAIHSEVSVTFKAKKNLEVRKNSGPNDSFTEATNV
Phagocyt inh = blocks phagocytosis by macrophages; J774A.1 macrophage IgG-bead phagocytosis, imaging; inhibition, % at 5 µM; 0.07% of 110,000 active; AID 1029;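 active = inhibition above the mean of the plate negative controls plus 5 SD, cut at about 13% in these data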;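 also: phagocytic index as fraction of beads internalized from green versus red external bead signal; plate controls were DMSO negative control for no effect and cytochalasin-D positive control for full effect; some results beyond the cut were filed as inactive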
E-sel TNF inh = TNF alpha driven E-selectin expression inhibition; 0.71% of 120,000 active; HUVEC TNFa-induced E-selectin immunofluorescence, high content; AID 1246; inhibition, % at 2 µM;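 active = inhibition above the batch mean plus 3 SD, and confirmed as a hit on visual image review, cut at about 43% in these data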;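 also: 0% = TNF-stimulated DMSO wells and 100% = unstimulated control wells; not every result past the cut was called active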
MRP1 act = MRP-1 activation; viability increase, % at 10 µM; H69AR cells + doxorubicin, viability rescue, CellTiter-Glo; 0.61% of 140,000 active;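 active = viability gain under doxorubicin at or above a set limit, the compound median plus 3 SD, cut at about 4.7% in these data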;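 also: MRP-1 overexpressing cells given doxorubicin 25 µM after compound pretreatment; 18-22 h compound pretreatment then 72 h with doxorubicin before readout; 0% = doxorubicin-only wells and 100% = vehicle-treated cells without doxorubicin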
Yeast lifespan up = extends the lifespan of yeast. S. cerevisiae growth with nicotinamide, OD615; deaD strain in restrictive glucose medium. 0.68% of 130,000 active. AID 775. inhibition of the nicotinamide effect, % at 10 µM;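 active = inhibition above a set limit, placed 3 SD over the median of all compounds, cut at about 26% in these data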;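 also: 0% = nicotinamide-treated wells and 100% = cells grown without nicotinamide; some compounds called inactive have numbers as strong as hits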
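Assay system: DeaD-strain S. cerevisiae. Medium: CSMM-D glucose medium, restrictive. Reagent: nicotinamide, 1.5 mM, co-present with compound. Compound: 10 µM single point, 0.25% DMSO. Schedule: culture preincubation 4 h, compound exposure 48 h, both 30 °C. Detection: absorbance at 615 nm.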
Measles CPE = protection of cells from measles virus | Measles virus-infected cells, CPE protection, absorbance | 1.5% of 140,000 active | protection (pct of control), % at 4 µM; in the data active = protection mostly above about 24%, no sharp cut-off; inactive = mostly below about 26%; also: some compounds called inactive have numbers as strong as hits
HCT116 bCat-KO = beta-catenin-lacking colon tumor cell growth suppression; 1.5% of 140,000 active; HCT116 beta-catenin knockout viability, CellTiter-Glo, 60 h; stronger effect = lower value; viability, % at 10 µM;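 active = viability at or under a set limit, the compound median less 4 SD, cut at about 6% in these data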;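 also: 0% = Hyamine 1622 control at 20 µM and 100% = untreated cell control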
PTEN del growth = suppresses growth of cells with PTEN deletion | HCT116 PTEN-null viability, CellTiter-Glo, 60 h; stronger effect = lower value | viability, % at 10 µM | 1.2% of 140,000 active;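 active = viability at or below a set limit, 4 SD under the median of all tested compounds, cut at about 3.7% in these data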;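 also: PTEN knockout HCT116 line with beta catenin targeted HCT116 as companion control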
GALR2 antag = blocks the human galanin receptor 2. inhibition, % at 4 µM. AID 828. 0.39% of 140,000 active. GALR2-expressing cells, antagonist mode; in the data active = inhibition above about 27%;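 also: cells stimulated with galanin 1-16 at roughly its EC80; 0% = agonist challenge control and 100% = basal control without agonist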
Target sequence (O43603 whole entry, looked up): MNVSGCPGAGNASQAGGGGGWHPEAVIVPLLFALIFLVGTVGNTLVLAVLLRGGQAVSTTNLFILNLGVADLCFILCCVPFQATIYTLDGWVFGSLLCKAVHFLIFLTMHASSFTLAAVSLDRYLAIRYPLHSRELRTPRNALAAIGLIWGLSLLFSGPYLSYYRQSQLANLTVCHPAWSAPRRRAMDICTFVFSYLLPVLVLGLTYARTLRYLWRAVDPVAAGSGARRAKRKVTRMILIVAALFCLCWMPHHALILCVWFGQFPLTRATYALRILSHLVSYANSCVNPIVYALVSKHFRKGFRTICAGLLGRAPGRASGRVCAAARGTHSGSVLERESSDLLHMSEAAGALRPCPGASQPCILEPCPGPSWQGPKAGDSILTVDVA
BB579 growth dn = yeast BB579 growth reduction in restrictive medium. S. cerevisiae BB579 growth, OD615, 48 h. inhibition, % at 10 µM. 0.51% of 140,000 active. AID 804;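 active = inhibition above a set limit, 3 SD over the mean compound inhibition, cut at about 44% in these data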; also: inactives centre near -24
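controls = amphotericin B 10 µg/mL, positive | assay system = DeaD yeast strain BB579 | schedule = 48 h compound exposure at 30 °C after 4 h preincubation | detection = OD615 turbidity measurement | medium = restrictive CSMM-D medium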
The depositor's hits bear a star; / = not tested or not shown.

Each structure is followed by: Yeast lifespan up	GALR2 antag	Phagocyt inh	MRP1 act	Measles CPE	BB579 growth dn	PTEN del growth	E-sel TNF inh	HCT116 bCat-KO	NPY-Y2 antag
- CCCc1nnc(NC(=O)CC(=O)OCC)s1
    -6.5	-18.3	-0.3	-1.1	17.8	5.1	104.3	/	107.5	2.2
- Cc1cc2oc(=O)c3c(c2cc1OC(=O)c1ccco1)CCCC3
    -1.7	-3.5	3.2	-3.2	7.3	7.3	84.0	-29.5	83.1	3.8
- O=C(CSc1ccccn1)Nc1ccc2c(c1)C(=O)c1ccccc1C2=O
    -3.2	6.7	-6.1	-3.7	6.7	-13.3	43.5	1.9	71.2	3.0
- O=C(NCc1ccc(C(F)(F)F)cc1)C1CC(c2ccccc2[N+](=O)[O-])=NO1 (centres undefined)
    -2.9	-5.4	2.3	0.8	4.5	-41.9	94.1	-40.0	98.5	1.7
- COC(=O)c1c(C)oc(C)c(C(=O)OC)c1=O
    -9.2	5.0	-1.9	-2.1	3.3	16.2	84.6	-8.5	87.7	0.1
- CC1CCN(C(=O)c2cc(Cl)nc3ccccc23)CC1
    -2.2	-6.8	-6.9	-2.5	8.0	-13.0	89.7	/	85.6	16.0
- CCCCC(=O)Nc1ccc(NC(=O)c2ccc([N+](=O)[O-])cc2)cc1OC
    5.0	4.8	-2.0	-0.3	6.5	-36.8	95.0	-6.5	94.8	0.6
- CC(C)(C)/C(Cn1cncn1)=N\OC(=O)Nc1ccc(Cl)cc1
    -4.6	1.8	-0.5	0.3	3.0	-48.2	106.7	-13.6	105.4	4.3
- CC(=O)NCCn1c(SCC(=O)OCc2ccccc2)nc2ccccc2c1=O
    -1.5	1.4	-3.2	-2.5	6.1	-23.6	90.8	19.3	85.1	3.7
- COc1ccc(-c2cc(NCc3ccccn3)n3ncnc3n2)cc1
    -13.2	11.1	-0.3	-4.6	14.0	-15.7	101.2	-50.0	94.1	-0.4
- CC(C)Cc1nc2oc3c(N4CCN(C)CC4)ncnc3c2c2c1CCCC2
    -11.0	-3.6	-0.5	-0.6	2.3	-0.7	85.2	/	88.6	7.7
- Cc1cccc(NC(=O)CSc2cc(C(=O)c3nccn3C)c3ccccc3n2)c1
    5.0	6.2	-7.4	-4.1	6.0	-20.1	24.6	/	36.1	4.8
- CCOc1ccc2nc(SCC(=O)N(C)C)[nH]c2c1
    -19.6	-1.6	-1.6	-0.9	18.2	10.9	103.0	12.1	103.5	-2.3
- Cc1csc2nnc(N)n12
    24.9	-0.6	-0.8	-0.3	6.7	-37.3	103.6	0.5	97.7	4.7
- Cc1cccc(NC(=O)COc2ccccc2)c1
    -5.3	-3.1	-1.5	-1.8	7.7	0.0	111.2	1.3	93.5	1.2
- CC(C)(C)Oc1ncc(Br)c(OC(C)(C)C)n1
    36.0	3.9	-2.1	-0.5	35.3	-2.3	108.8	-9.9	90.1	2.3
- O=S(=O)(Nc1ccncc1Cl)c1ccccc1
    -2.6	5.3	1.7	-1.1	10.6	-11.8	98.5	-21.0	93.3	2.4
- COCCNC(=O)/C(=C/c1ccccc1Cl)c1ccccc1
    -1.0	3.8	-8.3	-1.2	15.6	-13.2	88.7	-1.3	83.8	2.5
- COc1ccc(-c2cc(C(F)(F)F)nc(N3CCOCC3)n2)cc1
    -3.0	-4.1	/	1.0	16.0	-46.6	88.6	-14.3	88.9	0.5
- COc1ccc2nc(N=Nc3ccc(O)c4ccccc34)sc2c1
    -1.3	-6.6	-7.0	-3.4	12.5	-16.5	9.2	/	8.1	-6.3
- CCOP(=O)(OCC)c1nc(-c2cccc3ccccc23)oc1NCc1ccccc1
    -5.3	7.2	-0.5	0.1	1.3	-27.4	102.0	35.7	83.6	2.4
- COc1ccc(OC)c(-n2c(-c3cccc(O)c3)n[nH]c2=S)c1
    -3.9	3.5	-4.4	-1.0	5.3	-46.5	102.8	-2.5	101.1	2.0
- CCc1c(C)nc2cc(C)[nH]n2c1=O
    -4.2	4.4	1.8	-2.2	11.2	-20.4	97.0	-55.0	87.3	0.8
- Cc1ccc(S(=O)(=O)Nc2nc3ccccc3nc2NCc2ccc3c(c2)OCO3)cc1C
    0.0	-16.9	-2.0	5.9*	21.1	-7.3	86.4	6.9	91.1	-0.3
- CN(c1ccc(C(=O)N2CCc3ccccc3C2)cc1)S(C)(=O)=O
    -1.7	-2.6	/	-3.4	3.0	-14.1	95.2	4.5	96.6	4.8
- Cn1nnc(NC(=O)c2cccc(F)c2)n1
    -8.2	-3.0	/	-1.4	9.2	-12.8	95.3	2.5	95.3	0.4
- COCC(=O)Nc1nc(-c2ccc(C)cc2)c(C)s1
    /	-5.3	/	1.5	7.5	-17.0	82.2	/	90.5	-0.8
- CSc1ccc(CN(C)CC(=O)Nc2ccccc2Br)cc1
    3.9	-13.0	/	-3.4	6.2	-37.6	81.8	/	86.0	9.4
- CC(C)(C)NC(=O)C(c1ccncc1)N(C(=O)c1csnn1)c1ccccc1 (centres undefined)
    -1.2	13.9	-1.0	0.2	14.7	-37.2	83.8	/	86.8	0.2
- CCOC(=O)Cc1csc(NC(=O)c2csc(C)c2)n1
    -6.4	15.1	-0.7	0.0	24.0	-20.6	93.3	-6.3	92.0	2.3
- O=P(O)(CCc1ccccc1)CN1CCCCC1
    -2.0	-5.5	-2.9	-1.5	3.1	-23.4	94.9	-12.2	95.0	1.1
- COc1cccc(C(=O)N/N=C(\CC(C)C)c2ccccc2)c1
    -4.7	2.5	-4.1	-2.9	5.7	-28.1	88.1	/	86.3	1.2
- COc1cccc(CN(C(=O)Cc2c[nH]c3ccccc23)C(C(=O)NC2CCCCC2)c2cccs2)c1 (centres undefined)
    -16.1	-4.5	-0.3	-5.0	2.1	-33.0	35.1	-55.4	35.1	9.3
- Cc1cccc2cc(CN(Cc3cccs3)C3(c4nnnn4C4CCCC4)CCCC3)c(=O)[nH]c12
    -2.9	9.2	-1.2	3.0	8.0	9.7	67.0	-28.0	87.2	1.6
- Cc1ccc(/C=N/NC(=O)c2c[nH]c3ccccc23)o1
    -9.2	1.5	-0.6	0.1	22.5	-10.0	78.7	/	75.1	3.0
- O=C1[C@@H]2[C@H](Cc3ccc(O)cc3)N[C@]3(C(=O)Nc4ccccc43)[C@@H]2C(=O)N1c1ccc(F)cc1
    1.4	-17.2	-0.6	5.7*	5.5	-29.1	97.1	-25.9	88.2	3.3
- Cc1cc(=O)n(C)c(=O)n1CCCCCOc1cccc([N+](=O)[O-])c1
    -30.8	-2.4	-6.0	-3.6	2.3	-23.8	94.6	4.4	89.8	0.3
- CN(CC(=O)N1CCN(c2ccccc2)CC1)S(=O)(=O)c1cnc[nH]1
    -3.6	1.7	/	-1.7	3.6	-38.3	91.7	35.1	107.1	3.1
- O=C(NCCN1CCN(C(=O)C(c2ccccc2)c2ccccc2)CC1)C(=O)Nc1ccccc1
    -6.9	-7.2	1.3	-1.1	16.1	-14.7	82.9	-1.7	86.1	11.9
- COc1ccc(/C=C(/NC(=O)c2cccs2)C(=O)Nc2ccc(C)cc2)cc1OC
    2.3	4.1	/	-5.0	19.4	-20.0	72.8	7.4	46.4	5.3
- CC(=O)c1c(C)[nH]c(C(=O)OCCCCN2C(=O)c3ccccc3C2=O)c1C
    1.2	32.2*	0.0	-3.0	12.4	-24.7	49.8	12.6	52.6	3.0
- CN(C)CCCn1c(N)c(C#N)c2nc(C#N)c(C#N)nc21
    2.0	2.8	-0.4	0.0	3.2	-60.9	5.6	45.4	5.8*	-4.5
- c1ccc(-c2nc3ccccc3[nH]2)nc1
    -3.7	7.8	-1.6	0.2	11.1	-19.0	84.1	-6.2	83.9	1.1
- CCc1ccc(C2CC(c3cccc(Cl)c3)n3nc(N)nc3N2)cc1 (centres undefined)
    -5.2	-8.8	-0.6	-1.9	5.4	-4.0	63.4	-28.5	69.3	7.2
- Brc1c(CSc2nnc(-c3ccco3)o2)nc2ccccn12
    -5.8	2.1	0.0	-2.2	12.7	-2.2	101.9	/	107.2	1.7
- C/C(=C\C(=O)c1ccc(F)cc1)Nc1ccc(N2CCOCC2)cc1
    -15.5	3.1	-0.3	4.0	7.8	-14.0	94.2	-35.4	96.0	-2.5
- COc1cccc(-n2ccnc2SCC(=O)Nc2ccccc2)c1
    -15.4	-1.2	-0.3	-0.4	/	-70.2	97.4	-3.3	95.8	-0.5
- CCOC(=O)C1CCCN(C(=O)Cc2c(F)cccc2Cl)C1 (centres undefined)
    -4.3	-16.9	-1.4	-3.3	10.5	-3.2	92.9	10.4	93.0	5.3
- COc1ccc(S(=O)(=O)N/N=C\c2ccc(OC)c(COc3ccc(C)cc3[N+](=O)[O-])c2)cc1
    /	-10.2	/	-3.6	12.7	-9.4	89.9	-13.4	84.7	-1.0
- COc1ccc(OC)c(/C(O)=C/C(=O)C(=O)Nc2cc(C)cc(C)c2)c1
    4.0	-3.4	2.4	-1.4	4.0	-40.0	86.5	6.0	82.0	3.8
- COc1ccc2c(C)c(Cl)c(=O)oc2c1
    -28.5	-3.2	-0.7	0.5	5.7	2.3	100.2	11.6	93.3	-0.5
- Cc1cccc(NC(=S)NCC(c2cccnc2)N2CCOCC2)c1 (centres undefined)
    2.6	-16.1	-13.9	-4.2	3.6	-9.5	96.5	59.3	83.2	3.2
- O=C(NCC1CCCO1)C1CCCN1C(=O)NC1CCCCC1 (centres undefined)
    3.1	-2.7	-0.3	-2.4	16.8	-36.2	101.6	-29.1	89.2	1.2
- Cc1cc(C)c2nc(SCCc3ccccc3)nc(C)c2c1
    -4.4	-12.6	-0.3	2.6	10.7	-3.2	101.9	23.5	109.7	2.2
- Cc1cc(NC(=O)c2cccc(S(=O)(=O)N3CC(c4ccccc4)CC3=O)c2)no1 (centres undefined)
    -12.0	4.8	-0.7	0.0	18.5	4.3	75.2	/	68.6	2.4
- Cn1c(Cn2c(=O)sc3ccccc32)nnc1SCC(=O)NCc1ccccc1
    0.0	2.7	/	-0.9	9.6	-29.9	91.2	9.9	94.3	-0.6
- Cc1ccc(NC(=S)N/N=C/c2ccc(OCCC(C)C)cc2)c(C)c1
    -18.5	-7.2	-0.4	-1.6	6.5	-4.6	90.1	/	107.5	7.2
- COc1ccc(Nc2ncnc3c2oc2ccccc23)cc1
    -11.5	3.8	-0.4	-1.9	5.8	-7.2	79.6	-9.2	85.4	6.1
- COc1cccc(OCC(=O)O/N=C(\N)c2ccc(OC)c(OC)c2)c1
    -7.3	-0.4	-3.9	-0.3	7.3	-12.7	86.4	/	85.8	10.2
- O=C(OCc1c(F)cccc1Cl)c1cnccn1
    -22.0	-6.4	-0.3	3.1	14.6	-16.0	103.2	-14.3	99.3	-0.2
